E coli growth – reduces bacterial viability in AddAB counter-screen. E. coli V3065 growth, OD600 absorbance, 18 h. inhibition, % at 11.9 µM. actives 0.27% (n = 330,000). AID 449728;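 active = inhibition above the campaign's mean inhibition across all tested compounds plus 3 SD, cut at about 9.9% in these data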;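 note: uninfected addAB+ strain grown without phage in ampicillin broth; 0% = DMSO wells and 100% = ciprofloxacin 0.95 µg/ml wells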
phage Ecoli inh – E. coli growth loss with phage present; growth absorbance; inhibition, % at 11.9 µM; actives 0.26% (n = 360,000); in the data active = inhibition above about 11%
CAL PDZ FP – blocks peptide binding to human CAL PDZ domain; purified CAL PDZ, TMR-peptide fluorescence polarization, 1 h; inhibition, % at 20 µM; actives 0.02% (n = 330,000); Q9HD26;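 active = highest replicate inhibition of at least 40%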;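 note: plate controls were DMSO neutral control wells for no effect and unlabeled competitor peptide control wells for full effect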
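Test system: purified CerCALP PDZ construct; Compound dosing: one concentration, 20 µM compound; Also added: TMR-labelled reporter peptide T*-PRC34 bound in PDZ groove; Read-out: inhibition from polarization loss; Controls: unlabelled peptide and DMSO controls; Signal: FP readout, S and P plane fluorescence; Incubation: 1 h at RT.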
AddAB inh – less growth of phage-infected E. coli with AddAB; actives 0.29% (n = 330,000); E. coli expressing H. pylori AddAB, absorbance growth; AID 435030; inhibition, % at 11.9 µM; in the data active = inhibition above about 12%;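 note: 0% = vehicle wells of infected cells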
Rtt109 Vps75 – blocks Candida albicans Rtt109/Vps75 acetyltransferase activity; Q5AAJ8; purified Rtt109/Vps75, ThioGlo CoA-SH fluorescence, 4 h; inhibition, % at 34.9 µM; actives 0.16% (n = 330,000);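 active = inhibition of at least 50% in every replicate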
Target sequence (Q5AAJ8 whole entry, looked up): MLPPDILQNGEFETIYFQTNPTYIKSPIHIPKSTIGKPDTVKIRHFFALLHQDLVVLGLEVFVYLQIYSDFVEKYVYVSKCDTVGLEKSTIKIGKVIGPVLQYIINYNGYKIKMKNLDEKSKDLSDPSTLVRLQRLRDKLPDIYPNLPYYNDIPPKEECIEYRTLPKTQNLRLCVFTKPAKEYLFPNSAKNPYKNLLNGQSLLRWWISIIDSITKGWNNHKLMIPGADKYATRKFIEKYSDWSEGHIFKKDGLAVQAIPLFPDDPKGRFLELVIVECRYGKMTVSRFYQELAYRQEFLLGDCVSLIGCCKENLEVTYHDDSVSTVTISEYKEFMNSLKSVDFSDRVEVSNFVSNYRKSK
Tat transport – E. coli Tat transport inhibition; E. coli MC4100 TorA-mCherry Tat export, fluorescence; inhibition, % at 10 µM; actives 0.036% (n = 340,000);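 active = mean replicate inhibition at least 50% and at least half of replicates individually reaching 50%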;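 note: exported cargo escapes ClpAP degradation while cytoplasmic cargo is degraded and loses fluorescence; 0% = median of neutral control wells and 100% = median of NaSCN control wells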
DAGLB inhibitor – blocks human DAGLB lipase activity; HEK293T DAGLB membrane lysate, EnzChek fluorogenic substrate; inhibition, % at 5.17 µM; actives 0.059% (n = 340,000); AID 504411; in the data active = inhibition above about 34%;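 note: 0% = enzyme with vehicle and 100% = wells lacking enzyme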
Target sequence (Q8NCG7 whole entry, looked up): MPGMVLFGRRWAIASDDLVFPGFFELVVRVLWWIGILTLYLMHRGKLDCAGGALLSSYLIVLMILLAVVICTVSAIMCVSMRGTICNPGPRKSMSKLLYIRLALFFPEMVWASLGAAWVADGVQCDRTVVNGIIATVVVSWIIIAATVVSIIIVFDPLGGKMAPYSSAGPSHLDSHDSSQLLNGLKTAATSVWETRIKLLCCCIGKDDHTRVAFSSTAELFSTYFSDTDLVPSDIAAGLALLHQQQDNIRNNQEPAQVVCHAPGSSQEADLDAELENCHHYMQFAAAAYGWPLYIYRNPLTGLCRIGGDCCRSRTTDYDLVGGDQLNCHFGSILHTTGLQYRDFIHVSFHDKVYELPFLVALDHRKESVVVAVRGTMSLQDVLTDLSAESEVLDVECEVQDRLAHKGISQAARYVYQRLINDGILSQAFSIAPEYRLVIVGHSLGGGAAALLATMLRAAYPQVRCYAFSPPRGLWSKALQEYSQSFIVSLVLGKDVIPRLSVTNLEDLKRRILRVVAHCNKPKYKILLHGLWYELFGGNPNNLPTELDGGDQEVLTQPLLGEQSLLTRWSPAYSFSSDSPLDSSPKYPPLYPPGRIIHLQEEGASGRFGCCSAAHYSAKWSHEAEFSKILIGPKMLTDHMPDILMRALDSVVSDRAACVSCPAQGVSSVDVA
PfHsp90 set2 – reduces growth (ATP signal) of yeast expressing P. falciparum Hsp90 | actives 0.32% (n = 310,000) | inhibition, % at 9.4 µM | S. cerevisiae expressing PfHsp90, BacTiter-Glo ATP, 48 h; yeast lacking PDR1 and PDR3 efflux regulators;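 active = every replicate shows inhibition above about 80%, whatever the replicate mean, limit read from the data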;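 note: 0% = DMSO neutral controls and 100% = 20 µM radicicol positive controls; yeast relying on Plasmodium falciparum Hsp90 in place of its own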
Wnt bcat act – activators of Wnt/beta-catenin signaling. Wnt/beta-catenin reporter cell assay, activator, plate reader. activation, % at 9.35 µM. actives 1.2% (n = 300,000). AID 743398; in the data active = activation above about 30%, passing the limit was not always enough;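 note: 0% = neutral control wells and 100% = positive control wells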
PvdQ inh – blocks Pseudomonas aeruginosa PvdQ acylase activity; inhibition, % at 10 µM; purified PvdQ acylase, fluorescence plate reader; actives 0.063% (n = 340,000); AID 488965; in the data active = inhibition above about 30%, passing the limit was not always enough;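 note: 0% = vehicle neutral wells and 100% = reference inhibitor wells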
Starred values were filed as active, the others as inactive; nt = not tested or not shown.

SMILES	E coli growth	phage Ecoli inh	CAL PDZ FP	AddAB inh	Rtt109 Vps75	Tat transport	DAGLB inhibitor	PfHsp90 set2	Wnt bcat act	PvdQ inh
Cc1cn2c(N)c(C=C3C=C(Cl)C(=O)C(Cl)=C3)c(=O)nc2s1	nt	6.2	1.6	nt	15.4	-7.8	0.3	-17.8	0.4	4.0
COc1cc(NC(=O)CC(C)S(=O)(=O)c2cc3c(cc2C)NC(=O)CO3)cc(OC)c1OC (stereo not given)	-0.2	0.9	-2.4	1.5	7.0	1.3	1.4	-2.1	-0.1	-8.5
CCCn1c(O)c(/C=C2\C=NN=C2c2ccccc2)sc1=S	-1.1	0.2	-0.7	0.7	2.3	-0.1	-8.2	nt	nt	-18.8
COc1ccc(C)c2sc(N(CCN(C)C)C(=O)c3ccc4ccccc4c3)nc12	1.6	2.0	-3.1	1.5	26.7	3.1	-2.0	-28.2	0.0	-5.2
N#Cc1cnn2c1nc(N1CCOCC1)c1ccccc12	-1.6	3.0	-0.8	1.0	10.9	2.7	0.5	nt	-3.3	1.3
Cc1ccc(NC(=O)c2cccc(S(=O)(=O)N(C)C3CCCCC3)c2)nc1	-0.1	4.8	-2.2	4.4	10.9	9.1	1.1	-7.5	-2.1	-4.2
Cc1ccccc1NC(=O)c1ccc(CSc2ncccn2)cc1	0.6	5.8	-1.6	3.1	-4.8	4.9	-2.4	25.5	4.1	4.0
CC(C)(C)c1ccc(S(=O)(=O)N2CCN(CC(=O)NC(=O)NC3CCCCC3)CC2)cc1	-1.8	4.1	-3.6	0.3	-8.8	3.6	3.0	9.5	-6.0	-3.7
CC(C)N(CCc1ccncc1)C(=S)Nc1ccc(F)c(Cl)c1	2.4	3.1	-0.3	2.0	-0.4	-6.4	-0.1	5.9	0.2	-9.5
COc1ccccc1N1C(=NC(=O)C2CCCCC2)SC2CS(=O)(=O)CC21 (stereo not given)	-0.6	1.8	-2.0	1.9	-3.7	-5.7	-4.2	0.9	-0.6	-1.6
CC1CCN(S(=O)(=O)c2ccc3c(c2)oc(=O)n3CC(=O)N2CCc3ccccc3C2)CC1	2.5	-0.8	-1.0	-1.7	-1.1	-6.8	-0.6	-8.7	-4.9	-7.4
CC1CCC2C(=O)N(c3ccc(Cc4ccncc4)cc3)C(=O)C2C1 (stereo not given)	-2.4	4.8	-1.9	0.5	-2.6	-0.7	0.5	-0.9	-0.5	-1.7
COc1ccc(OC)c(/C(C)=N\NC(=O)c2cc3cc(Cl)ccc3n2C)c1	-2.1	1.6	0.4	-1.8	2.8	-6.0	-21.4	17.0	0.3	-6.6
COc1ccccc1CNC(=O)c1cccc(N(C)C)c1	0.2	1.5	-0.1	-0.5	-10.6	-0.9	2.1	1.9	nt	-29.6
O=C(COC(=O)CN1C(=O)C2CCCCC2C1=O)Nc1ccc(F)c(F)c1F (stereo not given)	1.1	-1.0	0.3	0.3	1.7	-0.5	0.2	-10.7	-1.3	-5.0
COc1ccc(CCNC(=O)c2cccc(S(=O)(=O)N3CCCCCC3)c2)cc1	-1.1	0.9	-0.4	0.3	2.9	0.8	-0.5	10.6	-1.2	-6.3
O=C([C@H](Cc1ccc(O)cc1)n1cc(CCO)nn1)N1CCNCC1	0.0	3.2	-0.1	2.0	-14.6	-7.5	4.0	0.1	1.2	-13.2
CSc1ccc(Cn2nnc(C(=O)NCc3ccccc3)c2N)cc1	-0.7	2.1	-0.4	3.7	-8.4	-4.7	1.9	20.9	0.8	-5.9
CCC(=O)NN1CCN(c2ccncc2S(=O)(=O)N2CCCCC2)CC1	1.6	0.4	-0.8	-2.0	-3.7	-2.9	1.6	-17.0	0.4	-14.5
CCCOC(=O)Nc1nc(-c2ccc(C)cc2)c(C)s1	0.5	1.5	-1.2	7.9	-13.8	2.2	-12.8	0.5	-1.2	21.0
O=C(CCNS(=O)(=O)c1ccc(Cl)cc1)Nc1ccncc1	0.4	3.5	-1.9	-0.3	12.7	1.7	0.3	-9.9	-1.7	2.0
O=C(NC1Cc2ccccc2C1)c1cc(COc2ccc(F)cc2Cl)on1	4.8	3.4	-1.5	1.5	-2.2	3.2	-1.0	-4.2	-0.8	-8.0
O=C(CSc1ccc(-c2ccccc2)nn1)N1CCOCC1	-1.2	4.1	0.2	-1.5	-4.2	-13.7	0.4	nt	4.9	-9.8
O=C(CN1CCN(S(=O)(=O)c2cccs2)CC1)NCC1CCCCC1	-1.1	2.0	0.2	-0.4	-2.5	-5.8	1.3	3.3	-2.0	-14.7
Cc1ccc(NC(=O)CCc2ccc(C)o2)c(Br)c1	-0.9	1.8	-9.3	-1.6	1.0	0.4	-10.2	-8.8	-3.4	-5.2
COc1ccccc1OCC(O)CN1C(=O)NC(C)(C)C1=O (stereo not given)	-1.5	0.3	1.2	4.1	3.6	10.2	-0.5	15.5	-2.8	-13.7
CCOc1c(C)cnc2c1c(=O)n(Cc1c(F)cccc1Cl)c(=O)n2C	0.4	0.6	-1.2	3.4	13.6	0.0	-1.9	5.2	-0.1	8.1
CCC(C)(C)n1nnnc1C(c1cc2ccc(OC)cc2[nH]c1=O)N1CCCCC1 (stereo not given)	0.4	2.8	-0.8	3.6	8.5	5.7	1.7	-14.5	1.1	4.1
O=C1[C@@H]2C(Cc3ccc(O)cc3)NC3(C(=O)Nc4ccc(F)cc43)[C@@H]2C(=O)N1c1ccc(F)cc1 (stereo not given in full)	-0.6	3.1	-2.8	-3.4	2.2	-0.8	1.5	6.2	-0.2	-2.1
O=C(c1ccccc1-c1nc(-c2ccccc2Cl)no1)N1CCOCC1	-0.2	2.8	-0.8	1.5	2.9	-1.6	-0.9	-15.0	-3.2	-6.1
COc1ccc(C(=O)Nc2cccc(C(=O)O)c2)cc1S(=O)(=O)N1CCCC1	2.0	3.6	0.4	2.8	8.2	2.9	1.6	11.8	2.4	-9.1
Cc1cccc(N2C(=O)SC(SC(=Nc3ccccc3)Nc3ccccc3)C2=O)c1 (stereo not given)	-0.3	3.2	-1.3	6.2	-2.2	13.6	-5.5	-22.5	nt	5.3
COc1ccc(C(=O)NNC(=O)CSc2nc(C(C)C)nc3ccccc23)cc1	-0.1	3.9	-2.8	2.5	-1.6	1.2	0.0	-4.2	-3.8	-13.0
CNS(=O)(=O)c1cc(-c2nnc(Nc3ccc(NC(C)=O)cc3)c3ccccc23)ccc1C	-0.5	2.0	-1.4	1.0	1.3	3.2	1.1	-21.1	0.5	-9.3
CCCn1c(N)c(N(CCOC)C(=O)CSc2c(Cl)cccc2Cl)c(=O)[nH]c1=O	4.0	2.4	-0.1	3.2	1.0	1.0	-2.3	-7.9	-1.2	1.9
O=C(N1CCOCC1)N1CCN(c2nc(-c3ccc(F)cc3)cs2)CC1	-0.7	1.2	-0.9	2.6	-18.7	5.8	0.7	9.5	nt	14.0
Cc1ccc(Cl)c2c(N=Nc3ccccc3)c(O)[nH]c12	nt	-0.5	28.1	nt	10.3	-3.1	-0.1	-14.1	14.2	6.2
O=C(NCc1ccncc1)C1CCN(S(=O)(=O)c2ccccc2)CC1	0.4	3.5	-1.9	1.8	25.2	-0.6	-1.9	-3.8	-1.0	-1.4
O=C(NCc1cnn(-c2ccc(F)cc2)c1)C1CCC(=O)N(C2CC2)C1 (stereo not given)	nt	1.4	-0.5	nt	-2.2	5.5	1.8	12.7	-1.8	-2.7
O=C1c2ccccc2C(=O)N1CC(O)COCc1ccccc1 (stereo not given)	0.2	2.2	-3.1	1.8	nt	-3.1	0.1	2.1	-0.6	6.8
CN(CCOc1ccccc1)C(=O)c1cc(S(=O)(=O)N2CCCCC2)ccc1Cl	1.5	1.2	-1.3	-1.6	8.1	5.6	-1.1	nt	1.2	-13.2
CCc1nc2nc(C)c(NS(=O)(=O)c3cccs3)c(=O)n2[nH]1	2.5	3.1	-2.7	4.2	-8.9	31.0	3.5	20.5	-4.0	-9.7
O=C(COc1ccccc1)Nc1ncccn1	0.1	4.7	-2.8	2.1	-0.4	-0.7	1.8	-0.1	6.1	-4.4
COc1ccc(NS(=O)(=O)c2cc(Cl)ccc2Cl)cc1S(=O)(=O)N1CCCCC1	0.6	1.4	-1.2	1.1	1.0	2.1	3.9	14.6	-0.3	-12.5
OCCC1CN(C2CCN(c3ccccc3F)CC2)CCN1Cc1ccccc1 (stereo not given)	-0.8	-0.7	-1.5	1.0	19.2	10.8	0.9	20.5	-3.6	3.9
CCCc1ccc(C(=O)NNc2cc(Cl)ccc2Cl)cc1	0.3	0.1	-3.1	-7.1	4.0	4.6	-9.1	-15.2	-2.4	-1.6
Cc1ccc(CNS(=O)(=O)c2cc3c(cc2C)N(C)CCO3)cc1	0.5	-0.3	0.4	-3.4	4.1	3.5	3.3	2.2	-2.2	-15.8
CN(C)S(=O)(=O)NCC1CCCN(Cc2ccc(-c3ccccc3)cc2)C1 (stereo not given)	1.7	-0.8	-0.5	0.0	-3.5	-6.6	0.7	0.6	-3.0	-14.2

Profiles as entered above:
CN(CCOc1ccccc1)C(=O)c1cc(S(=O)(=O)N2CCCCC2)ccc1Cl in the list: E coli growth = 1.5; phage Ecoli inh = 1.2; CAL PDZ FP = -1.3; AddAB inh = -1.6; Rtt109 Vps75 = 8.1; Tat transport = 5.6; DAGLB inhibitor = -1.1; PfHsp90 set2 = nt; Wnt bcat act = 1.2; PvdQ inh = -13.2
COc1ccc(NS(=O)(=O)c2cc(Cl)ccc2Cl)cc1S(=O)(=O)N1CCCCC1 in the list: E coli growth = 0.6; phage Ecoli inh = 1.4; CAL PDZ FP = -1.2; AddAB inh = 1.1; Rtt109 Vps75 = 1.0; Tat transport = 2.1; DAGLB inhibitor = 3.9; PfHsp90 set2 = 14.6; Wnt bcat act = -0.3; PvdQ inh = -12.5

(next part)
SMILES	E coli growth	phage Ecoli inh	CAL PDZ FP	AddAB inh	Rtt109 Vps75	Tat transport	DAGLB inhibitor	PfHsp90 set2	Wnt bcat act	PvdQ inh
COc1cccc(CN2CCN(c3ncccn3)CC2)c1	1.7	1.5	0.0	4.2	-24.5	-5.6	-7.2	-29.4	-0.1	-7.8
Cc1ccc(S(=O)(=O)Oc2ccc(/C=N/N=C3/NC(=O)C(CC(=O)O)S3)cc2)cc1 (stereo not given)	nt	5.7	-0.9	nt	10.1	0.2	nt	-0.2	2.9	0.9
COc1ccccc1OCC(=O)Nc1ccc(N2CCOCC2)cc1N1CCOCC1	3.2	7.1	-0.9	1.4	5.3	-4.1	1.6	-10.7	-1.2	-15.7
Cc1ccc(C2=N/C(=C/N3CCOCC3)C(=O)O2)cc1	-3.5	3.4	-2.4	3.3	-5.7	4.7	0.5	-47.9	nt	1.5

Compound activity from PubChem.

Hits appear at their usual frequency. Share with any hit: about 1.9%.
